# Source: PubChem BioAssay (several laboratories)
# Candida biofilm: kills Candida albicans biofilms; C. albicans biofilm + clotrimazole, Alamar Blue; inhibition, % at 6 µM; 0.14% of 85,000 active;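 active = inhibition above 20%; inactive = inhibition below 20%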;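 also: preformed 24 hr biofilms exposed to compound for 48 hr; 0% = biofilm without compound and 100% = blank killed by clotrimazole plus chlorhexidine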
# Smad3 inh: Smad3 (human) transcription factor binding inhibition | inhibition, % at 25 µM | P84022 | 0.29% of 88,000 active | TR-FRET Smad3/Dy647-FoxH1 peptide binding, europium anti-His;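 active = compounds that reduce the energy-transfer binding signal between the protein and its labelled peptide by more than half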;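 also: 0% = Smad3 plus labelled peptide maximal FRET and 100% = peptide-only background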
# Target sequence (P84022 whole entry, looked up): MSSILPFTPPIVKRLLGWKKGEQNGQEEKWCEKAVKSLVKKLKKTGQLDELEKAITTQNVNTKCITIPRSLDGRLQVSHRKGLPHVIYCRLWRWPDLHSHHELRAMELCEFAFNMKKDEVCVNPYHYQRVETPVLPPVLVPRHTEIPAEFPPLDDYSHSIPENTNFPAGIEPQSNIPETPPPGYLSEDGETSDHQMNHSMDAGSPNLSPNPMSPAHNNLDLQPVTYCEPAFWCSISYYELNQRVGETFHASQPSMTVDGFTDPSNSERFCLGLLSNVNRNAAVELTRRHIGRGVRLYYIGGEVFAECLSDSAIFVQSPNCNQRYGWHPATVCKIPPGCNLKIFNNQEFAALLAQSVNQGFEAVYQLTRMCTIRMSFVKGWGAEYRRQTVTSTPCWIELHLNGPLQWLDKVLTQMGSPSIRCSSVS
# HUVEC tox IL1B: HUVEC cytotoxicity counter-screen, IL-1B stimulated; HUVEC cell count loss, Hoechst imaging; cell count reduction, % at 2 µM; AID 845; 0.41% of 94,000 active;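 active = cell count reduction more than 3 SD above the screen-wide mean, cut at about 70% in these data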;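 also: normalized per plate to untreated control cells as the no-loss baseline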
# VCAM1 TNFa inh: reduces TNF alpha induced VCAM1 expression in HUVEC; HUVEC TNFa-induced VCAM-1 immunofluorescence, high-content imaging; inhibition, % at 2 µM; 0.48% of 95,000 active; AID 802;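 active = inhibition above the batch mean plus 3 SD, with images confirmed as a hit by eye, cut at about 37% in these data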;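 also: 0% = TNF-stimulated DMSO wells and 100% = unstimulated control wells; not every result past the cut was called active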
# LYP inh 2: blocks human PTPN22 phosphatase activity; AID 640; Q9Y2R2; recombinant LYP catalytic domain, DiFMUP fluorescence; inhibition, % at 2 µM; 0.21% of 96,000 active;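 active = inhibition at 2 µM at or above a set limit, the screen mean plus 3 SD, cut at about 24% in these data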;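 also: 0% = DMSO with enzyme and 100% = enzyme fully blocked by orthovanadate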
# HUVEC tox TNFa: toxic to HUVEC cells under TNF alpha stimulation; HUVEC TNFalpha-stimulated, Hoechst cell count, imaging; cell count reduction, % at 2 µM; 0.17% of 93,000 active; AID 848;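 active = cell count reduction exceeding the screen mean by over 5 SD, scaled to untreated wells per plate, cut at about 78% in these data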;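 also: cells counted after 24 h of TNF alpha exposure following the 1 h pretreatment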
# F-actin modifier: cytoskeleton assembly modification; HUVEC TNFa F-actin phalloidin imaging, high content; inhibition, % at 2 µM; AID 836; 0.18% of 91,000 active;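 active = inhibition above the batch mean plus 3 SD and confirmed as a hit by visual image inspection, cut at about 30% in these data, passing the limit was not always enough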; also: strong numbers were not always called active
# MT1-MMP txn act: MT1-MMP promoter transcription activation. HT1080 MT1-MMP promoter luciferase reporter, luminescence, overnight; hits give high values. activation factor at 10 µM. 0.16% of 86,000 active;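 active = activation factor of at least 2 for MT1-MMP transcription at 10 µM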
# hDAT+cocaine: human DAT dopamine uptake with cocaine, either direction. Q01959. AID 449768. B-score at 10 µM. LLC-PK1 hDAT cells, [14C]-dopamine uptake with cocaine IC80; actives deviate in either direction. 1.3% of 110,000 active;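 active = Z score or B-score, a plate-position-corrected score, falls beyond the plate's 99.7% confidence bounds, in either direction; inactive = both scores lie inside the 99.7% bounds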;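 also: scored against the spread of the other compound wells on the same plate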
# Target sequence (Q01959 whole entry, looked up): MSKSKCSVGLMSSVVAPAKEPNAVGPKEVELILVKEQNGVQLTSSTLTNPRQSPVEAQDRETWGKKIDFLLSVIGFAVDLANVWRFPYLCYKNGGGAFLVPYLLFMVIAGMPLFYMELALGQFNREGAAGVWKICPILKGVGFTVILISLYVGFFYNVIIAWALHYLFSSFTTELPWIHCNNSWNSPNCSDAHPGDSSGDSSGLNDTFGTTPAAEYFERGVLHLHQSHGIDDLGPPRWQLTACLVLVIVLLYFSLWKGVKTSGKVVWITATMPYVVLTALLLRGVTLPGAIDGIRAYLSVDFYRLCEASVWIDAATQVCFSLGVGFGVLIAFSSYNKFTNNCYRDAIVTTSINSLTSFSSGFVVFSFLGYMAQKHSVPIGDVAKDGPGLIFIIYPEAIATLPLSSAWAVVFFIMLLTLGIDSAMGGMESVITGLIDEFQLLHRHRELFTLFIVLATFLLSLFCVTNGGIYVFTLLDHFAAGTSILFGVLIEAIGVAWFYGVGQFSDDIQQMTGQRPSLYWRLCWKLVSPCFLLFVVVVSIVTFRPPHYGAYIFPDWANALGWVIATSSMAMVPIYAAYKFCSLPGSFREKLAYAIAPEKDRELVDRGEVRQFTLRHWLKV
# * hit, by the source's call; . = not tested or not shown; & = joins results of further samples; [ ] = another dose, or the depositor's remark. Some of the compounds tested; rates above refer to the full screens.
SMILES,Candida biofilm,Smad3 inh,HUVEC tox IL1B,VCAM1 TNFa inh,LYP inh 2,HUVEC tox TNFa,F-actin modifier,MT1-MMP txn act,hDAT+cocaine
O=C(Cn1cnc2c(nnn2-c2ccccc2)c1=O)N1CCCc2ccccc21,16,2,.,.,.,.,.,1.1,-0.18
Cc1c(C(=O)Nc2ccc(-n3cnnn3)cc2)oc2ccccc12,11,-9,-15,9,0,-7,-27,1.2,0.89
O=C(Nc1nnc(SCC(=O)N2CCCCC2)s1)c1cccs1,.,-3,-35,-11,2,-40,25,1.2,1.5
CCN(CC)c1ccc(C(=O)OCc2cc(=O)oc3cc(O)ccc23)cc1,.,.,-18,-9,-1,-28,6,.,0.069
CO/N=C/c1ccc(N2CCN(C(=O)c3cccc(Cl)c3)CC2)c([N+](=O)[O-])c1,.,.,22,-9,4,15,-5,.,0.42
O=c1c2ccccc2nc(SCc2ccc([N+](=O)[O-])cc2)n1-c1ccccc1,.,.,3,-6,5,-18,-9,.,1
Cc1nc(NC(=O)c2ccco2)sc1-c1csc(Nc2ccc(Cl)cc2Cl)n1,.,.,-1,-5,15,-22,10,.,0.18
Clc1ccc2oc(-c3ccccn3)nc2c1,3,2,-7,-3,-2,-15,7,1.3,-0.92
CCN(CC)C(=O)Cn1cnc2c1c(=O)n(C)c(=O)n2C,7,14,12,0,1,-10,-3,1.4,0.68
Cc1ccc(-n2c(CNc3ccc(F)cc3)nnc2SCC(N)=O)cc1,10,-3,10,-2,-5,-11,0,1.1,.
CN(C)/C=C/c1c(C#N)c(=O)ncn1Cc1ccccc1,12,5,-52,-4,2,-15,20,1.1,-0.076
O=C(CCn1cccc1)N1CCc2ccccc21,6,10,.,.,.,.,.,1.1,-0.0047
CCOC(=O)N1CCN(C(=O)CSCC(=O)Nc2nc(-c3ccc4c(c3)OCO4)cs2)CC1,-2,-2,1,42,-10,8,-15,1.3,0.085
COc1cc(CNCCN2CCOCC2)ccc1OCc1ccc(Cl)cc1Cl,.,.,-48,2,16,-6,25,.,0.97
CCOc1ccc(C(C)=O)cc1CSc1nnc(-c2ccoc2C)n1N,0,3,4,5,-8,-39,13,1,0.98
Cc1oc(-c2ccccc2)cc1C(=O)Nc1ccccc1,-3,2,10,-13,6,2,1,1.1,-0.55
O=C(O)CCC(=O)Nc1ccc(Cc2ccc(NC(=O)CCC(=O)O)cc2)cc1,0,9,17,4,17,-17,-6,1.1,-1.1
CC(=O)NCCc1nc2ccccc2[nH]1,9,-1,4,8,9,-11,-1,1.1,-1.7
CCCNc1nc(OCC(F)(F)F)nc(OCC(F)(F)F)n1,2,11,-2,-8,7,-11,-1,.,-1.3
O=C(Cc1cccs1)NCc1ccccc1,-1,5,.,.,.,.,.,1.4,-0.42
Cc1onc(-c2ccccc2)c1C(=O)NCCc1ccc(S(N)(=O)=O)cc1,2,8[fluorescence artefact?],7,21,5,-22,3,1.2,-0.12
CCOC(=O)c1cc(NC(=O)c2cccnc2)cc(C(=O)OCC)c1,4,-5,-2,16,-1,3,-10,1.1,0.19
CCOc1ccccc1NS(=O)(=O)c1ccc(OC)c(OC)c1,.,.,7,-20,-12,5,-35,0.9,0.16
O=C(Nc1cccc2ccccc12)N1CCN(Cc2ccccc2)CC1,6,4,.,.,.,.,.,0.9,-0.53
Cc1c(NC(=O)c2c(F)c(F)c(F)c(F)c2F)c(=O)n(-c2ccccc2)n1C,0,6,-38,15,-6,-7,-2,1,0.86
O=[N+]([O-])c1cccnc1N1CCC(c2cc(-c3ccc(Cl)cc3)n[nH]2)CC1,5,-3,-10,-5,-2,-19,-5,0.9,0.079
COc1cc2c(cc1OC)-c1cc(OCc3ccccc3Cl)nc(=O)n1CC2,1,19,-1,-17,-2,-14,10,1.1,-1
CCOC(=O)C1CCCN(C(=O)Cn2cccc2C(=O)c2ccccc2)C1 (stereo unspecified),.,.,15,22,-14,-34,-16,0.9,-0.023
CCCn1c(=O)c2ccccc2n2c(SCC(=O)c3ccc(CC)cc3)nnc12,7,-13,-10,4,10,-17,16,1.2,0.5
CC1(C)NC(=O)N(CC(O)CN2CCCC2)C1=O (stereo unspecified),4,1,-2,-2,-9,-22,12,1.1,-0.93
CCOC(=O)c1ccc(NC(=O)C2(c3ccc(OC)cc3)CCOCC2)cc1,3,3,-20,-5,-1,-17,29,1,0.5
COc1cccc(NC2SC(=O)N(c3ccccc3)C2=O)c1 (stereo unspecified),11,-8,.,.,.,.,.,1.4,-0.8
Nn1c(SC/C=C/c2ccccc2)nnc1-c1ccccn1,8,-2,-26,17,-2,-10,-20,1.1,0.34
N#Cc1c(-c2ccco2)cc(-c2ccccn2)nc1N,8,12,-17,-2,-9,2,-40,1.3,0.43
O=C1C2CC=C(Cl)CC2C(=O)N1CC1Cc2ccccc2CO1 (stereo unspecified),7,-5,6,1,-15,-44,11,1,0.47
Cc1[nH]c2ccccc2c1C(=O)CN1CCCCC1C (stereo unspecified),6,11,3,2,6,-4,-22,1.1,-0.42
CC(C)C(=O)NNc1nc2ccccc2s1,.,.,6,4,0,-8,10,.,-0.45
COc1ccc(NC(=O)/C(C#N)=C/c2ccc(Br)o2)cc1,.,.,-15,6,6,-19,-11,.,0.19
CCOc1ccccc1C1C(C(N)=O)=C(C)Nc2nc(CCCO)nn21 (stereo unspecified),7,-7,3,4,-5,-12,-23,.,-0.61
COc1cc(C(=O)OCC(=O)N2CCCC2)cc(OC)c1OC,0,-4,6,-20,-5,-29,24,1.1,0.59
CCOc1cc(C2NC(=O)NC(C)=C2C(C)=O)cc(Cl)c1OCC(=O)O (stereo unspecified),1,9,-112,-4,9,-19,6,1.1,0.033
Cc1cccc(N(C(=O)CNC(=O)c2ccco2)C(C(=O)NC2CCCC2)c2cccnc2)c1 (stereo unspecified),14,-3,-2,7,-8,-47,7,1,-0.52
COc1ccc(C(=O)Nc2ncc3c(n2)CC(c2ccco2)CC3=O)cc1 (stereo unspecified),4,8,12,-6,6,-20,30,1.2,-0.057
NC(=O)c1ccccc1O,5,-1,.,.,.,.,.,1,0.52
CC(=O)c1cc2c(cc1NC(=O)CSc1nnc(C)s1)OCO2,6,-7,10,-16,-3,-8,-11,1.2,1.1
O=C(CCCOc1ccc(Cl)cc1Cl)N/N=C\C1CCCCC1,.,.,7,2,3,-3,12,.,-0.11
COc1ccc(CCNc2oc(COc3ccccc3)nc2C#N)cc1,6,7,1,0,-10,-8,-2,1.1,.
COc1ccc(C2=Nn3c(nnc3-c3ccccn3)SC2)cc1,10,-7,-184,7,5,-26,2,1.1,-0.098
COc1cccc2c1OC1(C)CC2NC(=O)N1c1cccc(C(=O)Nc2ccc3c(c2)OCCO3)c1 (stereo unspecified),2,6,2,-11,11,-5,-14,.,1.8&0.74
CCCCNC(=O)Nc1c(C(=O)OCC)[nH]c2ccccc12,10,-11,-24,-2,9,-6,40,1.5,-0.2
Cc1cc2n(n1)SC(Nc1cc(Cl)ccc1Cl)N2 (stereo unspecified),3,1,-15,20,6,0,-10,1.4,0.13
Cc1cc(SCC(=O)c2cccs2)nc2c(C)cccc12,.,.,20,15,-8,-9,-10,.,.
C=CCOC(=O)C1=C(C)NC(=O)NC1c1cn(-c2ccccc2)nc1-c1cccs1 (stereo unspecified),4,3,-32,-6,-7,4,-6,1.1,0.44
Cc1ccc(S(=O)(=O)N2C(=O)CCC2C(=O)N2CCN(C)CC2)cc1 (stereo unspecified),5,-3[fluorescence artefact?],-8,8,8,-13,12,1.1,1.4
COC(=O)C1CC(O)CN1C(=O)c1ccco1 (stereo unspecified),.,.,2,-5,-11,-25,15,.,-1.1
Cc1ccc(Nc2cccccc2=O)cc1,5,-1,10,-12,-2,0,-28,1.8,-1.4
COc1cccc(C2=NO[C@@H]3C(=O)N(c4ccc5c(c4)OCCO5)C(=O)[C@H]23)c1OC,10,18,-31,-5,-19,-56,18,1.1,0.31
COC(=O)c1[nH]c2cccc(C)c2c1NC(=O)CN1CCCc2ccccc21,.,-7,3,.,15,.,.,1.2,1.1
COc1ccc(OCC(=O)OC(C)CN2CCOCC2)cc1 (stereo unspecified),7,-4,-19,-8,2,-18,14,1,0.31
OCCNCCOc1ccccc1F,.,.,-36,5,10,-8,15,.,-0.69

# Sorted by formula weight (highest first): some entries from above
SMILES,Candida biofilm,Smad3 inh,HUVEC tox IL1B,VCAM1 TNFa inh,LYP inh 2,HUVEC tox TNFa,F-actin modifier,MT1-MMP txn act,hDAT+cocaine
COC(=O)c1[nH]c2cccc(C)c2c1NC(=O)CN1CCCc2ccccc21,.,-7,3,.,15,.,.,1.2,1.1
Cc1ccc(Nc2cccccc2=O)cc1,5,-1,10,-12,-2,0,-28,1.8,-1.4
OCCNCCOc1ccccc1F,.,.,-36,5,10,-8,15,.,-0.69

# (more compounds)
SMILES,Candida biofilm,Smad3 inh,HUVEC tox IL1B,VCAM1 TNFa inh,LYP inh 2,HUVEC tox TNFa,F-actin modifier,MT1-MMP txn act,hDAT+cocaine
COC(=O)C1=C(C)N(C)C(=O)NC1c1ccccc1 (stereo unspecified),8,-11,-4,0,-2,-26,-3,1.2,-1.5
COc1cc(CN2CCN(C(=O)CC(C)C)CC2)cc(OC)c1O,7,-1,.,.,.,.,.,1.1,0.88
Cc1ccc(-c2nnc(SCC#CCOC(=O)c3ccco3)o2)cc1,5,10,-12,-3,6,-16,6,1.4,-1.2
O=C1/C(=C/c2ccccc2)Nc2ccccc21,.,.,9,14,2,4,-18,.,.
Cc1ccc(-c2nnn(CC(=O)N(Cc3cccs3)C(C(=O)NC3CCCC3)c3ccco3)n2)o1 (stereo unspecified),6,7,14,-16,-2,-11,.,1.2,-0.8
O=C(NNS(=O)(=O)c1ccccc1)C1CCN(S(=O)(=O)c2ccccc2)CC1,.,.,25,10,11,-4,24,.,0.2
c1ccc(Nc2nc(N3CCOCC3)nc(N3CCOCC3)n2)cc1,.,.,4,10,4,-40,31,0.9,-0.18
COc1ccccc1NC(=O)c1cccc(NC(=O)c2ccco2)c1,8,-4,-24,9,-4,-56,16,1,0.68

# Filtered by structure, the entries above containing a Cl atom
SMILES,Candida biofilm,Smad3 inh,HUVEC tox IL1B,VCAM1 TNFa inh,LYP inh 2,HUVEC tox TNFa,F-actin modifier,MT1-MMP txn act,hDAT+cocaine
CO/N=C/c1ccc(N2CCN(C(=O)c3cccc(Cl)c3)CC2)c([N+](=O)[O-])c1,.,.,22,-9,4,15,-5,.,0.42
Cc1nc(NC(=O)c2ccco2)sc1-c1csc(Nc2ccc(Cl)cc2Cl)n1,.,.,-1,-5,15,-22,10,.,0.18
Clc1ccc2oc(-c3ccccn3)nc2c1,3,2,-7,-3,-2,-15,7,1.3,-0.92
COc1cc(CNCCN2CCOCC2)ccc1OCc1ccc(Cl)cc1Cl,.,.,-48,2,16,-6,25,.,0.97
O=[N+]([O-])c1cccnc1N1CCC(c2cc(-c3ccc(Cl)cc3)n[nH]2)CC1,5,-3,-10,-5,-2,-19,-5,0.9,0.079
COc1cc2c(cc1OC)-c1cc(OCc3ccccc3Cl)nc(=O)n1CC2,1,19,-1,-17,-2,-14,10,1.1,-1
O=C1C2CC=C(Cl)CC2C(=O)N1CC1Cc2ccccc2CO1 (stereo unspecified),7,-5,6,1,-15,-44,11,1,0.47
CCOc1cc(C2NC(=O)NC(C)=C2C(C)=O)cc(Cl)c1OCC(=O)O (stereo unspecified),1,9,-112,-4,9,-19,6,1.1,0.033
O=C(CCCOc1ccc(Cl)cc1Cl)N/N=C\C1CCCCC1,.,.,7,2,3,-3,12,.,-0.11
Cc1cc2n(n1)SC(Nc1cc(Cl)ccc1Cl)N2 (stereo unspecified),3,1,-15,20,6,0,-10,1.4,0.13
